UTI89 phage lysis – protection from phage-mediated lysis, alamar blue read-out – E. coli UTI89, K1F phage, bacterial capsule biogenesis inhibitors (AID 488966) | E. coli UTI89 K1F phage lysis, alamar blue, 2 h; higher % means a stronger effect | one-dose inhibition, % at 100 µM; IC50 in µM for titrated hits | actives 0.02% (n = 340,000);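 active means phage lysis inhibition, versus mean bacterial control, above a set limit; inconclusive means no clear call, values can overlap the other calls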;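 further: capsule biogenesis inhibitors block K1F phage lysis so surviving cells raise fluorescence; higher fluorescence means more inhibition of phage lysis; actives were called in the ten point dose series up to 300 µM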
RSV antiviral HEp-2 – RSV antiviral activity via CPE protection, HEp-2 cells, primary 10 µM value included (AID 2391); one-dose CPE inhibition, % at 10 µM; IC50 in µM for titrated hits; HEp-2 cells, RSV-induced CPE inhibition; higher % means a stronger effect; actives 0.13% (n = 310,000); in the data active means a potency from the dose series; inconclusive means CPE inhibition mostly from about 23% at the one dose, without a potency; inactive means the rest, 99 in 100 with CPE inhibition below about 21%; further: strong numbers were not always called active
XIAP antagonists – small molecules displacing peptide from XIAP – biochemical, IAP family, fluorescence polarization (AID 1018) | XIAP BIR domain, fluorescence polarization peptide displacement; higher % means a stronger effect | displacement, % at 20 µM, or IC50 in µM where a hit was titrated | actives 0.007% (n = 200,000); in the data active means displacement above about 50%; further: a part of the inactive calls stands beside numbers as strong as those of hits
West Nile antiviral – inhibition of WNV-induced cytopathic effect – cell-based, CPE readout (AID 1621); CPE inhibition, % at 10 µM, or IC50 in µM where a hit was titrated; actives 0.02% (n = 290,000); West Nile virus-infected cells, CPE inhibition; higher % means a stronger effect; in the data active means a potency from the dose series; inconclusive means CPE inhibition mostly from about 3.7% at the one dose, without a potency; inactive means the rest, 99 in 100 with CPE inhibition below about 2.2%; further: strong numbers were not always called active
ER stress rescue – rescue of cells from ER stress-induced death, primary screen, 384-well, CSM14.1, thapsigargin, ATP luminescence (AID 1222) | CSM14.1 thapsigargin-induced death rescue, ATP luminescence; higher % means a stronger effect | cellular ATP content (survival), % at 20 µM; hits with a dose series show EC50 in µM | 190,000 tested, under 10 active;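 active means EC50 below 50 µM in the dose-response confirmation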;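 further: death triggered by thapsigargin at about 15 µM added after 2 h compound pretreatment; cell ATP read after overnight thapsigargin exposure of roughly 18 to 22 hours; normalized against plate controls of thapsigargin alone and 5% DMSO vehicle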
Yfh1-depleted yeast – mitochondrial function rescue without frataxin homolog – Friedreich's ataxia, plus single-dose screen, dose response (AID 1465); S. cerevisiae Yfh1-off respiration, WST-1 reduction, 72 h; higher fold induction means a stronger effect; one-dose fold induction at 50 µM; EC50 in µM for titrated hits; actives 0.074% (n = 220,000);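 active means fold induction of absorbance versus untreated yeast above a set limit, then at least 30% activation at any dose in follow-up; inconclusive means repeats straddling the limit, or above it without dose testing; inactive means fold induction below the set limit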;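 further: activators that raise dye reduction in frataxin-depleted yeast; strong numbers were not always called active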
NS5 inhibitors – flavivirus cap methylation enzyme inhibition – biochemical, confirmation dose response, primary screen (AID 588689) | Dengue-2 NS5 methyltransferase capping enzyme assay, biochemical; higher % means a stronger effect | inhibition, % at 25 µM, or IC50 in µM where a hit was titrated | actives 0.3% (n = 340,000); in the data active means a potency from the dose series; inconclusive means inhibition above about 29% without an active follow-up result
WT yeast gro inh – growth inhibition of WT yeast, mitochondrial fusion screen. AID 1362. actives 2.1% (n = 190,000). mitochondrial fusion phenotypic screen, WT strain. inhibition, % at 10 µM; in the data active means inhibition above about 58%; tested in S. cerevisiae
Large T inhibition – SV40 large T antigen inhibitors, biochemical (AID 1903). SV40 large T antigen ATPase/helicase inhibition assay; higher % means a stronger effect. inhibition, % at 20 µM; hits with a dose series show IC50 in µM. actives 0.39% (n = 310,000); in the data active means a potency from the dose series; inconclusive means inhibition mostly from about 32% at the one dose, without a potency; inactive means the rest, 99 in 100 with inhibition below about 32%; further: strong numbers were not always called active
WT yeast gro inh mutant strain – recorded beside WT yeast gro inh, whose call it bears; inhibition, %; mitochondrial fusion phenotypic screen, mutant strain inhibition
* hit, by the source's call; i = inactive; ? = inconclusive; . = not tested or not shown; [ ] = remark or other dose.

SMILES	UTI89 phage lysis	RSV antiviral HEp-2	XIAP antagonists	West Nile antiviral	ER stress rescue	Yfh1-depleted yeast	NS5 inhibitors	WT yeast gro inh	WT yeast gro inh mutant strain	Large T inhibition
Cc1ccc(NC(=O)C(=O)N2CCCC2)cc1Cl	0.3%	1.0%	-6.4%	-0.5%	4.3%	i	-1.8%	-14.2	2.5	0.7%
COc1ccc(S(=O)(=O)N2CCN(C(=O)CNC(=O)c3ccc4c(c3)OCO4)CC2)cc1	0.1%[50 µM]	-2.5%	.	.	.	.	-7.3%	.	.	6.7%
CCn1c(SCC(=O)Nc2ccccc2C)nc2nc3c(cc2c1=O)COC(C)(C)C3	1.0%	.	.	2.6%	.	i	5.4%	.	.	17.9%
CCCNC(=O)CC(NS(=O)(=O)c1ccc(Cl)cc1)c1ccco1 (stereo not drawn)	0.7%	1.3%	-2.6%	0.7%	-1.2%	i	-8.3%	16.1	5.4	-0.8%
COC(=O)[C@@]1(Cc2ccc(OC)cc2)[C@@H]2[C@@H](CC(=O)[C@H]2CC(=O)C(=O)N(C)C)CN1C(=O)c1ccccc1	-1.0%	-0.4%	-22.6%	-0.3%	-3.5%	i	-0.8%	-4.3	-14.2	9.2%
O=C(/C=C\c1ccc2c(c1)OCO2)Nc1c2c(nn1-c1ccc(Cl)cc1)CSC2	-1.5%	3.6%	-1.5%	.	10.7%	.	2.1%	20.3	-24.3	13.6%
CCOC(=O)Cc1csc(NC(=O)c2cccc([N+](=O)[O-])c2)n1	-0.1%	4.3%	.	-0.5%	.	.	-0.7%	.	.	24.2%
CCN(CC)CCNC(=O)CCc1nn(C)c(=O)c2ccccc12	0.5%	-0.5%	-3.3%	0.4%	-4.0%	i	-0.7%	0.6	0.3	-3.0%
O=C(Nc1nc2ccc(F)cc2s1)c1ccccn1	.	4.8%	-2.4%	-0.6%	-3.0%	i	.	79.4*	72.6*	10.0%
COc1ccc2c(c1)CC/C(=C/c1ccncc1)C2=O	1.9%[50 µM]	4.5%	-6.6%	-0.2%	1.2%	i	-9.0%	2.6	-14.3	4.1%
COC(=O)c1cn(NC(=O)c2ccc(OC)c([N+](=O)[O-])c2)c(=O)c2ccccc12	0.2%	0.4%	-4.7%	0.1%	-1.6%	i	1.5%	8.3	2.4	3.1%
CC1=NN(Cc2ccccc2)C(=O)/C1=C/c1ccc(N(C)C)cc1	4.9%	1.2%	-5.5%	-0.7%	0.7%	i	-2.1%	-4.3	-10.2	-6.5%
Cc1ccc(OCCn2cc(Br)c(=O)[nH]c2=O)cc1	0.6%	1.7%	-8.0%	-1.2%	-1.3%	i	-5.5%	-9.2	5.4	-3.6%
CC(C)(C)NC(=O)COC(=O)c1ccc(NC(=O)CC#N)cc1	-0.9%	-1.4%	-3.1%	0.0%	-0.6%	i	-0.7%	-11.8	8.4	15.0%
CC(C)(O)c1nnn(-c2ccccc2)c1C(F)(F)F	4.3%	2.0%	-1.2%	0.3%	-1.9%	i	-5.7%	-0.3	4.8	-2.1%

Some of these compounds in order of their number in WT yeast gro inh mutant strain, rising.
structure,RSV antiviral HEp-2,XIAP antagonists,West Nile antiviral,NS5 inhibitors,WT yeast gro inh mutant strain,Large T inhibition
O=C(/C=C\c1ccc2c(c1)OCO2)Nc1c2c(nn1-c1ccc(Cl)cc1)CSC2,3.6%,-1.5%,.,2.1%,-24.3,13.6%
CCN(CC)CCNC(=O)CCc1nn(C)c(=O)c2ccccc12,-0.5%,-3.3%,0.4%,-0.7%,0.3,-3.0%
Cc1ccc(NC(=O)C(=O)N2CCCC2)cc1Cl,1.0%,-6.4%,-0.5%,-1.8%,2.5,0.7%

Going on with the list:
SMILES	UTI89 phage lysis	RSV antiviral HEp-2	XIAP antagonists	West Nile antiviral	ER stress rescue	Yfh1-depleted yeast	NS5 inhibitors	WT yeast gro inh	WT yeast gro inh mutant strain	Large T inhibition
Cc1cc2cc(C#N)c(SCC(=O)Nc3nonc3C)nc2cc1C	-1.8%	4.7%	.	-0.5%	.	.	3.7%	.	.	-33.8%
COc1ccc(OC)c(NC(=O)C(=O)NCCC2=CCCCC2)c1	1.9%	0.2%	-4.4%	-0.3%	-4.3%	i	-6.6%	4.7	-17.9	-5.0%
CCC(=O)N1CCN(c2ccc(NC(=O)c3ccc(Br)o3)cc2)CC1	0.1%	2.1%	-1.2%	1.1%	-0.3%	i	0.0%	12.4	8.8	23.2%
Fc1ccc(CN2CCCN(Cc3nc(-c4ccc5c(c4)OCO5)no3)CC2)cc1	0.0%	4.9%	-6.3%	-1.8%	-0.7%	i	-4.4%	24.2	19.6	6.7%
Brc1[nH]nc2ccccc12	-1.8%	5.9%	0.4%	0.1%	-0.9%	i	2.8%	8.8	3.0	8.7%
CCc1nc(C)ccc1OCC(=O)N1CCc2c([nH]c3ccccc23)C1c1ccccn1 (stereo not drawn)	0.3%	6.1%	-4.7%	-0.7%	9.4%	i	-8.7%	-13.0	1.3	23.6%
COc1ccc(NC(=O)c2ccc(-n3cncn3)c([N+](=O)[O-])c2)cc1	-0.1%	-1.1%	-2.6%	0.2%	0.3%	i	.	4.7	-0.3	7.9%
O=c1[nH]c(Cc2ccccc2Cl)nc2ccccc12	-1.0%	-2.1%	-7.7%	0.5%	.	i	-3.4%	-12.8	-6.1	6.2%
COC(=O)COc1cc(=O)oc2ccc(NS(=O)(=O)c3ccccc3)cc12	-1.5%[50 µM]	-0.1%	.	0.0%	.	.	-8.8%	.	.	7.2%
O=C(CSc1nncc2ccccc12)Nc1ccc(C(=O)O)cc1	-0.2%	2.7%	.	-0.8%	.	.	15.9%	.	.	17.6%
CCN(CC)CCCNC(=O)c1oc2ccc3c(c2c1C)C(O)CC(C)(C)O3 (stereo not drawn)	1.0%[50 µM]	0.3%	.	-0.1%	.	.	-8.8%	.	.	-1.7%
Cc1cc(NC(=O)Cn2nc(C(F)(F)F)c3c2CCC3)no1	1.2%	1.1%	-4.6%	-0.1%	1.8%	i	-15.8%	7.0	-6.6	3.2%
O=C(Nc1ccc(C(=O)N2CCOCC2)cc1)c1cc(-c2cccnc2)nc2ccc(Cl)cc12	0.3%	7.8%	-3.1%	-0.2%	-1.1%	i	-3.8%	-7.0	-3.2	3.1%
O=C(CCl)N1CCN2C(=O)c3ccccc3C12c1ccc(Cl)cc1 (stereo not drawn)	0.0%	-4.3%	-3.0%	-0.8%	-3.7%	i	-7.8%	-20.8	-9.9	10.5%
CC(C)C(=O)N1CCC(CN=CC2=C(O)CC(C)(C)CC2=O)CC1	-0.2%	3.4%	-5.0%	0.4%	-1.4%	i	-1.4%	-7.3	-12.6	4.8%
O=C(N/N=C/c1ccncc1)c1ccc(COc2cccc3cccnc23)cc1	0.2%	-0.3%	-7.5%	0.1%	-1.6%	i	-6.5%	12.5	-2.7	5.2%
O=C(CCn1c(=O)[nH]c2ccccc2c1=O)N1CCN(c2cccc(C(F)(F)F)c2)CC1	-0.9%	2.4%	-7.1%	-0.5%	-1.0%	i	-6.5%	1.2	27.2	28.9%
COc1ccc(Cn2ccnc2SCC(=O)NC2CCCCC2)cc1	0.1%	0.9%	.	-0.3%	.	.	-16.7%	.	.	3.3%
Cc1ccc(C(=O)SC2=NCCS2)cc1	0.5%	-0.2%	-4.1%	0.1%	-0.8%	i	2.1%	-15.3	0.7	27.1%
CC(C)(C)c1ccc(S(=O)(=O)Nc2ccc(C(=O)N3CCCC3)cc2)cc1	1.6%[50 µM]	13.8%	.	-1.5%	.	.	1.9%	.	.	12.5%
COc1cccc(-c2cc(=O)c3cc(NC(=O)c4ccc(N(C)C)cc4)ccc3[nH]2)c1	.	2.6%	-7.5%	?	-2.9%	i	.	13.8	-6.7	3.2%
Cc1cc(N=Nc2ccc(Cl)cc2)cc(CN2CCOCC2)c1O	-1.3%	?	.	-1.2%	.	i	-10.0%	.	.	10.8%
COc1ccccc1Nc1nc(-c2c(C)[nH]c3ccccc23)cs1	0.3%[50 µM]	6.6%	-6.9%	-0.8%	-3.7%	i	4.5%	15.2	2.8	9.6%
Cc1ccc(C(=O)CN(CCCC(N)=O)C(=O)c2ccncc2)cc1	0.9%	0.4%	.	.	.	.	-0.8%	.	.	-3.0%
CN(C)S(=O)(=O)c1ccc(C(=O)NCc2ccco2)cc1	0.3%	0.2%	-11.2%	0.5%	-0.3%	i	2.2%	-18.8	15.5	18.3%
COc1ccc(NC(=O)CC2COc3ccccc3O2)c(OC)c1 (stereo not drawn)	4.7%	.	-7.1%	0.1%	-0.4%	i	0.0%	11.4	-1.4	18.1%
CC(C)(C)[C@@H]1C=C(C(=O)Nc2ccccc2)O[C@H](OCc2ccc(CO)cc2)C1	0.7%	8.2%	-6.4%	0.2%	2.4%	i	-9.1%	19.3	8.1	2.5%
COc1ccc(OC)c(-n2cc3c(=O)n(C)c(=O)n(C)c3c2)c1	-0.4%	1.9%	-0.9%	0.1%	-3.0%	i	9.0%	4.1	-4.9	7.2%
CCCn1cc(CN2CCC(C(=O)Nc3cccc(-c4cscn4)c3)CC2)c(C)n1	0.4%	-0.7%	.	-0.9%	.	.	-13.3%	.	.	-1.8%
CC(=O)c1cccc(NC(=O)N2CCCC2C(=O)NCc2ccc(F)cc2)c1 (stereo not drawn)	-1.2%	1.8%	-5.9%	0.0%	-1.0%	i	-3.2%	-9.3	4.0	8.8%
CC(C)CC(Nc1ncnc2scc(-c3ccccc3)c12)C(=O)O (stereo not drawn)	-0.2%	1.3%	.	0.6%	.	.	0.0%	.	.	8.0%
O=C(COC(=O)C1CC(O)CN1S(=O)(=O)c1ccc(Cl)cc1)c1cccc(Cl)c1 (stereo not drawn)	2.6%[50 µM]	1.1%	-6.2%	0.1%	2.4%	i	-1.0%	-11.8	-8.1	7.9%
CC(C)(CSc1ccccn1)NS(=O)(=O)c1ccc(Cl)cc1	2.6%	3.4%	-3.5%	-0.9%	3.1%	i	-4.4%	-2.5	-1.5	5.6%
O=C(CN1C(=O)c2ccccc2C1=O)OCC(=O)N1CCN(c2ccccc2)CC1	0.7%[50 µM]	0.1%	.	.	.	.	5.9%	.	.	0.4%
Cc1nn(CCc2nn[nH]n2)c2nc(-c3ccc(C4CCCCC4)cc3)cc(C(F)(F)F)c12	-0.1%	-5.5%	-8.2%	1.9%	-4.1%	i	12.9%	98.2*	61.1*	18.2%
CCC(CO)n1c(=S)[nH]c2cc(OC)c(OC)cc2c1=O (stereo not drawn)	-0.3%	0.3%	-4.6%	0.3%	-1.1%	i	-4.0%	-7.7	-3.6	19.0%
CCOC(=O)c1cccnc1SCC(=O)Nc1ccc(C)cc1	4.6%	15.0%	-3.1%	-1.0%	-2.9%	i	-3.0%	0.9	2.2	6.9%
COc1cc(/C=N/N2CCN(Cc3ccc(Cl)cc3)CC2)ccc1OC(C)=O	-0.2%	1.8%	.	-0.8%	.	.	-4.0%	.	.	4.6%
CS(=O)(=O)c1ccc(-c2cn3cc(C(=O)O)ccc3n2)cc1	-0.4%	-0.4%	-4.9%	0.3%	.	i	.	4.0	13.7	13.6%

Bioassay records as filed in PubChem.
